Source: PubChem BioAssay
SARS 3CLpro inh – SARS-CoV 3CLpro protease inhibition | recombinant SARS-CoV 3CLpro, quenched FRET peptide cleavage | inhibition, % at 6 µM | 290,000 compounds, 0.14% hits; in the data active = inhibition above about 12%
DUSP3 inh – DUSP3 (human) phosphatase inhibition. recombinant VHR phosphatase, pNPP absorbance. AID 1654. 290,000 compounds, 0.52% hits. inhibition, % at 13.3 µM. P51452; in the data active = inhibition above about 50%; note: some compounds called inactive have numbers as strong as hits
Target sequence (P51452 whole entry, looked up): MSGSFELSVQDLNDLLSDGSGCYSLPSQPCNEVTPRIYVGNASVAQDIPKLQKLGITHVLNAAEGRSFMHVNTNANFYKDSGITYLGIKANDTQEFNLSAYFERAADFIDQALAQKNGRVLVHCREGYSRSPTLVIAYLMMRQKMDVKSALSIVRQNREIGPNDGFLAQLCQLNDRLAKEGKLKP
TcdB inh – blocks C. difficile toxin B glycohydrolase activity. P18177. TcdB glycohydrolase enzymatic assay, plate reader. inhibition, % at 9.99 µM. 350,000 compounds, 0.24% hits. AID 652162; in the data active = inhibition above about 10%
MazF activator – increases E. coli MazEF RNase cleavage of RNA. P0AE70. FAM/BHQ RNA-DNA oligo cleavage fluorescence, 5 h. activation, % at 20 µM. 350,000 compounds, 0.32% hits. AID 504720; in the data active = activation above about 50%
Target sequence (P0AE70 whole entry, looked up): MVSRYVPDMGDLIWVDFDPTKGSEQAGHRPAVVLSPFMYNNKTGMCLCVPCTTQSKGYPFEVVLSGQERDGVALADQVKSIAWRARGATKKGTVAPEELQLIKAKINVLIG
PrPC TRFRET – reduces human prion protein on the cell surface; P04156; inhibition, % at 13.8 µM; cell surface PrPC, TR-FRET read-out; 370,000 compounds, 0.43% hits; in the data active = inhibition above about 24%; note: 0% = median of the test wells and 100% = reference compound wells
Rv3671c protease – inhibitors of M. tuberculosis serine protease Rv3671c | 320,000 compounds, 0.048% hits | AID 2606 | inhibition, % at 5.96 µM; in the data active = inhibition above about 38%;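 note: extracellular domain of Rv3671c used as enzyme; 0% = enzyme with DMSO and 100% = no enzyme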
Target sequence (P9WHR9 whole entry, looked up, the tested form may be a part): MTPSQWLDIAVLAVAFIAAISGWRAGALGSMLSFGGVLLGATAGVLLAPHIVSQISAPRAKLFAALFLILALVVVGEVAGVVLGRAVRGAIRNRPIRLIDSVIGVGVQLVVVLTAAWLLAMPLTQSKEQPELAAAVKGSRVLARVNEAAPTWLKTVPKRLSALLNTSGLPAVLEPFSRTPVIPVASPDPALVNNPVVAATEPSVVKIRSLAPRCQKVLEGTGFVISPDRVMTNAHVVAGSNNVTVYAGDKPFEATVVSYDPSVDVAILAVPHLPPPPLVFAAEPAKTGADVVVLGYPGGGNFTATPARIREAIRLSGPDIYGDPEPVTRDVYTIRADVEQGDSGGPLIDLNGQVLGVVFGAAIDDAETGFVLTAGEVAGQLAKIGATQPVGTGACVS
CCHFV vOTU inh – CCHFV vOTU protease inhibition. Pep-AMC fluorescence. inhibition, % at 11.5 µM. 370,000 compounds, 0.55% hits. AID 651958; in the data active = inhibition above about 30%; note: 0% = vehicle wells with enzyme and 100% = no enzyme wells
Y pestis TopoI – blocks Yersinia pestis topoisomerase I activity; Y. pestis Topo-I cleavage product accumulation, plate reader; activity, % at 10 µM; 360,000 compounds, 0.064% hits; in the data active = activity above about 50%, passing the limit was not always enough; note: inactives centre near 2
Vc quorum ag – inducers of Vibrio cholerae quorum light production without autoinducers | activation, % at 18.7 µM | AID 588436 | V. cholerae BH1578 lux reporter, luminescence, 6 h | 350,000 compounds, 0.16% hits; in the data active = activation mostly above about 9.7%, no sharp cut-off; note: not every result past the cut was called active; inactives centre near 0; reference of the scale not given here
PriA SSB inh – blocks PriA binding to SSB C-terminal tail | AlphaScreen SSBct-PriA binding, biotinylated peptide | inhibition, % at 33 µM | 430,000 compounds, 0.6% hits | AID 1272365; in the data active = inhibition mostly above about 37%, no sharp cut-off; inactive = mostly below about 20%;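 note: plate controls were negative control peptide for no effect and reference peptide for full effect; strong numbers were not always called active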
* marks the source's active call; other numbers are inactive results; i = inactive; x = not tested or not shown; & = joins results of further samples. Some of the compounds tested (hit frequency here may not be typical).

SMILES | SARS 3CLpro inh | DUSP3 inh | TcdB inh | MazF activator | PrPC TRFRET | Rv3671c protease | CCHFV vOTU inh | Y pestis TopoI | Vc quorum ag | PriA SSB inh
CC1=CC2C(C(O)CC3(C)C2CC(C)C32OCOC23COCO3)C2(C)C/C(=C\O)C(=O)C=C12 (configuration not stated) | x | x | -0.5 | 9 | 15 | x | 11 | 24 | 1.0 | x
O=C(O)CCCSCC(=O)Nc1ccccc1 | 1 | 21 | x | -2 | 5 | -1 | 13 | -11 | i | -18
CC1=C2[C@@H]3OC(=O)[C@H](C)C3CC[C@@]2(C)C=CC1=O (some centres not stated) | 5 | -7 | 0.0 | 15 | -4 | 0 | -12 | -4 | i | -4
CSc1nc2ccc(NC(=O)c3ccco3)cc2s1 | -9 | 36 | x | -3 | 11 | 0 | 8 | 1 | -0.3 | -21
Cc1ccc(C(=O)c2cn[nH]c2-c2ccccc2O)cc1 | -3 | 29 | x | -7 | 2 | -2 | 5 | 1 | -17 | 1
C=CCNC(=O)c1onc(CSc2ccc(F)c(F)c2)c1C(=O)NCC=C | x | x | x | 1 | 11 | -1 | 2 | 6 | -1.4 | -28
Cc1ccc(OCC(=O)OCC(=O)c2c(N)n(C)c(=O)n(C)c2=O)cc1C | -1 | 28 | x | 4 | 3 | -6 | -7 | 3 | 5.3 | -32
Cc1c(NC(=O)C(C)OC(=O)CCc2c[nH]c3ccccc23)c(=O)n(-c2ccccc2)n1C (configuration not stated) | x | x | 0.2 | 0 | -2 | -3 | -1 | 4 | i | -3
O=C(NCCCn1ccnc1)C(=O)NCC1OCCN1S(=O)(=O)c1ccccc1 (configuration not stated) | -4 | 10 | -0.2 | 1 | 1 | -1 | 4 | 6 | i | 43*
Cc1c(C)c2cc3c4c(oc3c(C)c2oc1=O)CCCC4 | -4 | 29 | x | 9 | 1 | 3 | 2 | -1 | -0.7 | -14
COc1ccc(CCNC(=O)COC(=O)c2ccc(S(=O)(=O)N3CCCC3)cc2)cc1OC | x | x | 1.6 | 6 | -9 | 2 | 13 | 6 | i | -6
Cc1onc(-c2c(F)cccc2Cl)c1C(=O)OCC(=O)NCc1ccccc1 | x | x | -0.6 | 2 | 0 | 7 | 10 | 17 | -2.0 | -13
O=C(/C=N/O)NCc1ccncc1 | -5 | 10 | x | -2 | -4 | 6 | 7 | 1 | i | x
Cn1c2c(c(=O)n(C)c1=O)C(c1cccc(F)c1)C(C#N)=C(N)O2 (configuration not stated) | 3 | -3 | -0.2 | 0 | 3 | 3 | 7 | -8 | i | 0
CCCCCN=C(N)N/N=C/c1c[nH]c2ccc(OC)cc12 | x | x | 4.0 | -20 | 7 | 0 | 18 | -10 | -0.3 | x
COc1ccc(OC)c(S(=O)(=O)N2CCC(c3nc4ccccc4[nH]3)CC2)c1 | x | x | 0.7 | -6 | -5 | 4 | -9 | 16 | i | -2&3
Clc1ccc(-c2nnc(CCc3ccccc3)o2)c(Cl)c1 | -2 | 9 | 1.4 | -3 | 0 | 2 | 14 | 3 | -7.1 | -38
Cc1cc(C)cc(N2C(=O)NC(=O)/C(=C\c3cc(C)n(C)c3C)C2=O)c1 | 3 | -3 | 1.1 | 92* | -4 | -4 | 0 | 3 | -0.4 | -6
O=C(c1ccc(Cl)c(Cl)c1)N(Cc1ccco1)c1ccc(O)cc1 | 9 | 17 | x | -3 | 8 | -4 | -4 | -2 | x | 8
N#CC1=C(SCC(=O)c2ccccc2)NC2=C(C(=O)CCC2)C1c1ccco1 (configuration not stated) | -7 | -4 | x | -8 | -2 | -13 | 19 | 7 | -0.7 | 1&-5
Cc1[nH]c(=O)c(C#N)c2c1CCCC2 | 0 | -1 | x | 6 | 11 | 0 | -22 | -3 | i | 1
COCCNC(=O)N1[C@H]2CC[C@@H]1C(C(=O)OC)=C(c1cccc(C#N)c1)C2 | x | x | 5.3 | 4 | 11 | -7 | -4 | 0 | 1.2 | -5
CC(=O)c1cccc(N(C(=O)c2ccco2)C(C(=O)NC2CCCCC2)c2ccc(C)o2)c1 (configuration not stated) | 8 | 1 | 1.4 | 6 | -3 | 3 | 4 | 7 | -0.2 | -2
Cc1ccc2oc(-c3cc(NC(=O)c4ncn[nH]4)ccc3O)nc2c1 | 1 | -21 | -1.0 | 22 | 2 | -9 | -6 | -10 | i | -16
COc1ccc(N=C2C(=Nc3ccc(OC)cc3)N(c3ccc(OC)cc3)C(=S)N2c2ccccc2)cc1 | 0 | 2 | 0.5 | 3 | 0 | 0 | -16 | -8 | -0.4 | 26

Next records
SMILES | SARS 3CLpro inh | DUSP3 inh | TcdB inh | MazF activator | PrPC TRFRET | Rv3671c protease | CCHFV vOTU inh | Y pestis TopoI | Vc quorum ag | PriA SSB inh
O=C(OCc1cn([C@H]2CN(Cc3cccs3)[C@@H](c3ccccc3)C[C@@H]2O)nn1)c1ccccc1 | x | x | 0.2 | 4 | -4 | x | -2 | 40 | -0.2 | x
COCCNC(=O)COC(=O)c1ccc(S(=O)(=O)N2CCOCC2)cc1 | 1 | 32 | -0.9 | 6 | -16 | 8 | 2 | 29 | i | -2
CCCOc1cccc(-c2nc3ccccc3c(=O)o2)c1 | 4 | 7 | x | -15 | 6 | 9 | 9 | 13 | -0.2 | -28
Cc1ccccc1OC1CCN(C(=O)C2CCC(=O)N(C3CCCC3)C2)CC1 (configuration not stated) | -4 | 2 | 2.8 | 7 | 5 | 10 | 17 | 28 | -0.3 | -4
CSc1ncccc1C(=O)Nc1ccc(OC(F)(F)F)cc1 | 3 | 17 | 2.0 | -15 | 8 | 1 | 5 | 2 | -0.2 | -1
Cc1ccc(S(=O)(=O)N(Cc2ccc(F)cc2)C(=O)N2CCN(C)CC2)cc1 | x | x | -0.5 | 2 | 2 | 6 | 9 | -6 | i | -5
Cc1ccc(C(=O)NC2=NCCS2)cc1 | -1 | 19 | 1.1 | x | -4 | 10 | -11 | x | x | x
CC1(C)CC(=O)C(C=NCCN2CCN(CCc3ccccc3)CC2)=C(O)C1 | -2 | 25 | 1.1 | -6 | -3 | -3 | -4 | 5 | -0.2 | -6
CCc1ccc(C(=O)COC(=O)c2cnc(C)cn2)cc1 | -1 | 3 | 0.3 | -1 | -12 | -14 | 9 | -6 | i | -15
Cc1cc(C)nc(-n2ncc3c2CC(c2ccc(F)cc2)CC3=O)n1 (configuration not stated) | 7 | 5 | 1.2 | -2 | 8 | -2 | -11 | -3 | -0.4 | -8
Cc1ccccc1OCCC(=O)Nc1ccccc1C(=O)NC1CC1 | x | x | 1.1 | 2 | -2 | 2 | 7 | 7 | i | 3
CCOC(=O)c1[nH]c(C)c(/C(O)=C2\C(=O)C(=O)N(CCCN(CC)CC)C2c2cccnc2)c1C (configuration not stated) | 2 | x | x | 4 | -2 | -2 | 21 | 4 | i | x
CCCn1nnc(NC(=O)c2ccc([N+](=O)[O-])cc2Cl)n1 | 2 | 31 | 0.8 | -1 | -27 | -3 | 3 | -1 | 0.4 | -1
COc1cccc(C(=O)OCC(=O)Nc2ccc(N3CCOCC3)cc2)c1 | x | x | -2.1 | -2 | -8 | 3 | 11 | -7 | -0.3 | -8
Cc1ccc(S(=O)(=O)N2CCC(C(=O)N[C@@H](C)C(=O)NC3CCS(=O)(=O)C3)CC2)cc1 (some centres not stated) | 8 | -8 | 0.6 | x | 4 | -2 | 4 | x | i | x
Cc1onc(-c2ccccc2Cl)c1C(=O)N[C@@H](C)c1ccccc1 | x | x | -1.3 | 5 | 9 | -1 | 2 | -7 | 2.4 | -10
Cc1cc2nc(CCN(Cc3cccnc3)C(=S)Nc3ccccc3)[nH]c2cc1C | -1 | 13 | x | 5 | -3 | -16 | 9 | -7 | i | -11
COc1ccc(S(=O)(=O)N2CCCCC2)cc1NC(=S)Nc1ccccc1 | 1 | -4 | x | 0 | 12 | 2 | -3 | 2 | -1.5 | 11
Cc1ccc(NC(=O)COc2ncnc3ccccc23)cc1S(=O)(=O)N1CCOCC1 | 3 | 2 | 2.3 | -6 | 2 | -5 | 3 | -4 | -0.2 | -5
CN(c1ccccc1)S(=O)(=O)c1cccc(C(=O)Nc2ncn[nH]2)c1 | 0 | 25 | 1.7 | 9 | 4 | 9 | -5 | 0 | -0.3 | 4
O=C(CSc1nnc(-c2ccccc2)n1Cc1ccccc1)NNC(=O)c1ccccc1O | 6 | 6 | 0.6 | -3 | 1 | 9 | -6 | -5 | i | -2
O=C(COC(=O)c1cc2ccccc2cc1O)c1ccccc1 | -2 | 7 | 1.3 | 0 | -3 | -4 | 5 | 6 | -1.3 | -22
N#Cc1ccccc1OCC(=O)Nc1ccccc1C(=O)NC1CC1 | x | x | -7.9 | 2 | 8 | 0 | 5 | 4 | i | -6
O=C(Nc1ccccc1)c1ccc(CSc2ccccn2)cc1 | -4 | 17 | x | -1 | x | -3 | x | 1 | -0.2 | -1
CCN(CC(=O)Nc1ccc2c(c1)OCCO2)C(=O)/C=C/c1cccc(OC)c1OC | x | x | 3.4 | 0 | -5 | 3 | 3 | -1 | -0.7 | -10

Molecules listed so far containing two or more sulfur atoms (3):
SMILES | SARS 3CLpro inh | DUSP3 inh | TcdB inh | MazF activator | PrPC TRFRET | Rv3671c protease | CCHFV vOTU inh | Y pestis TopoI | Vc quorum ag | PriA SSB inh
CSc1nc2ccc(NC(=O)c3ccco3)cc2s1 | -9 | 36 | x | -3 | 11 | 0 | 8 | 1 | -0.3 | -21
Cc1ccc(S(=O)(=O)N2CCC(C(=O)N[C@@H](C)C(=O)NC3CCS(=O)(=O)C3)CC2)cc1 (some centres not stated) | 8 | -8 | 0.6 | x | 4 | -2 | 4 | x | i | x
COc1ccc(S(=O)(=O)N2CCCCC2)cc1NC(=S)Nc1ccccc1 | 1 | -4 | x | 0 | 12 | 2 | -3 | 2 | -1.5 | 11

(further entries)
SMILES | SARS 3CLpro inh | DUSP3 inh | TcdB inh | MazF activator | PrPC TRFRET | Rv3671c protease | CCHFV vOTU inh | Y pestis TopoI | Vc quorum ag | PriA SSB inh
COc1ccc2c(c1)oc(=O)c1ccccc12 | 2 | 9 | -0.1 | 0 | 5 | -2 | -72 | -4 | -0.4 | -5
COC(=O)c1c(NC(=O)COC(=O)c2ccccc2O)sc2c1CCCCC2 | 2 | 7 | -0.1 | -3 | 2 | -2 | 1 | -1 | 0.5 | -11
Fc1ccc(CNC(=S)NC2CCCCC2)cc1 | -3 | 6 | -0.2 | 5 | 0 | 5 | -5 | -3 | 0.8 | -14
O=C(CONS(=O)(=O)c1ccc(Cl)cc1)NCCNc1ncc(C(F)(F)F)cc1Cl | 0 | 17 | 0.9 | 3 | 2 | -56 | 7 | 7 | -0.2 | -10
CCOC(=O)c1csc(NC(=O)CN2CCN(C)CC2)n1 | -6 | 10 | 1.4 | -17 | -1 | -9 | -8 | -7 | -1.5 | 6
O=C(COc1ccc(-c2ccccc2)cc1)N1CCN(S(=O)(=O)Cc2ccccc2)CC1 | 2 | 12 | x | 10 | 2 | -6 | -5 | -2 | -0.2 | -10
CC1CC(C)CN(C/C=C/c2ccccc2[N+](=O)[O-])C1 (configuration not stated) | 4 | -4 | x | 5 | -5 | -2 | 1 | x | x | -9
CCOc1ccc(-c2cc(C(=O)NCc3cc(OC)cc(OC)c3)[nH]n2)c(C)c1 | x | x | 1.4 | x | -1 | x | 3 | 25 | i | x
Cc1ccc2nc(C(F)(F)F)c(C#N)c(N)c2c1 | -1 | 6 | 0.9 | 4 | 4 | 0 | 10 | 1 | i | -10
COCCN1C(=O)N(c2cccc(C)c2)C(=O)C1CC(=O)Nc1cc(OC)cc(OC)c1 (configuration not stated) | 1 | 0 | 0.6 | 1 | -1 | 3 | -15 | -7 | -0.1 | -17
CN(CCCC(=O)NCc1ccc2c(c1)OCO2)S(=O)(=O)c1ccc([N+](=O)[O-])cc1 | 0 | 24 | 3.1 | -2 | -34 | 5 | 18 | 6 | -0.6 | -4
CCOC(=O)/C=C/c1ccc2c(c1)S(=O)(=O)N(c1cccc(OC)c1)[C@H]2CC(=O)OCC | x | x | 1.1 | 0 | -4 | -1 | -5 | 4 | 0.7 | 9
COc1ccc(-c2nc(CS(=O)CC(=O)NCc3ccc(C)cc3)c(C)o2)cc1OC (configuration not stated) | 1 | 29 | x | -15 | x | -11 | x | 0 | i | -2
